Source: PubChem BioAssay (several laboratories)
HEK293 NOD2/NF-kB – NOD2 signaling inhibitors, cell-based, luminescence, uHTS, HEK293 (AID 1566) | HEK293 NOD2/NF-kB luciferase reporter, luminescence; higher % means a stronger effect | inhibition, % at 4 µM; hits with a dose series show EC50 in µM | 290,000 tested, 0.63% active; note: many of its hits are not listed in these tables
NOD1 inhibition – NOD1 signaling inhibitors, primary screen, cell-based, luminescence, uHTS (AID 1578). NOD1-driven NF-kB luciferase reporter cells, luminescence; higher % means a stronger effect. one-dose inhibition, % at 4 µM; EC50 in µM for titrated hits. 290,000 tested, 1% active; in the data active = inhibition mostly above about 36%, no sharp cut-off; inactive = mostly below about 34%;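 note: HEK-293T reporter cells stimulated with the NOD1 agonist gamma-tri-DAP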
AID2073 – inhibitors of Mint1-CaV2.2 protein interaction, biochemical, HTRF (AID 2073); HTRF protein-protein interaction, Mint1-CaV2.2; higher % means a stronger effect; inhibition, % at 20 µM, or IC50 in µM where a hit was titrated; 290,000 tested, 0.19% active; in the data active = inhibition mostly above about 51%, no sharp cut-off; inconclusive = no clear call, values can overlap the other calls; inactive = mostly below about 53%; note: some results filed as inactive read as strong as hits
M1AAP inhibition – P. falciparum M1AAP inhibitors, biochemical, fluorogenic H-Leu-NHMec substrate, 1536-well (AID 1445) | recombinant M1AAP, H-Leu-NHMec fluorogenic kinetic assay; higher % means a stronger effect | 220,000 tested, 0.42% active | one-dose inhibition, % at 30 µM; IC50 in µM for titrated hits;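 active = primary inhibition above the hit cutoff, then over 50% inhibition at one or more dose response concentrations, cut at about 23% in these data, passing the limit was not always enough; inconclusive = conflicting primary data, or primary hits not chosen for dose response; inactive = low primary inhibition, or under 50% at every dose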;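 note: plate controls were DMSO full reaction for no effect and no enzyme background for full effect; strong numbers were not always called active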
GPR55 activation – selective activators of receptor GPR55 – imaging, U2OS cells, beta-arrestin-GFP redistribution, primary screen (AID 1961); 290,000 tested, 0.048% active; one-dose activation, % at 10 µM; EC50 in µM for titrated hits; U2OS GPR55 beta-arrestin-GFP redistribution imaging; higher % means a stronger effect;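 active = activation above 40% with more than 50 cells counted in the well; inconclusive = wells holding fewer than 50 cells, flagged as toxic or sparse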;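 note: U2OS osteosarcoma cells stably expressing GPR55 and beta-arrestin-GFP; plate controls were DMSO negative control for no effect and LPI positive control for full effect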
KOR beta-arrestin-1 – KOR antagonists, beta-arrestin recruitment, cell-based, luminescence, uHTS (AID 1778) | KOR beta-arrestin recruitment, luminescence, antagonist mode; higher % means a stronger effect | one-dose inhibition, % at 10 µM; IC50 in µM for titrated hits | 290,000 tested, 0.091% active; note: strong numbers were not always called active
KOR beta-arrestin-2 – kappa opioid receptor activators – cell-based, luminescence, uHTS, primary screen (AID 1777); 280,000 tested, 0.02% active; KOR beta-arrestin recruitment, luminescence; higher % means a stronger effect; activation, % at 10 µM, or EC50 in µM where a hit was titrated; in the data active = activation above about 50%, passing the limit was not always enough; note: a part of the inactive calls stands beside numbers as strong as those of hits
M17LAP inhibition – P. falciparum M17LAP inhibitors, primary screen, biochemical, fluorogenic H-Leu-NHMec substrate, 1536-well (AID 1619); one-dose inhibition, % at 30 µM; IC50 in µM for titrated hits; 220,000 tested, 0.38% active; recombinant M17LAP, H-Leu-NHMec fluorogenic kinetic assay; higher % means a stronger effect;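 active = compound inhibiting the enzyme by more than half at any dose during confirmatory dose-response retesting; inconclusive = strong single-dose inhibitors picked by rank but not retested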;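 note: plate controls were full reaction with DMSO carrier for no effect and no enzyme background for full effect; strong numbers were not always called active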
Dynein transport – dynein cargo transport inhibition; 3617.4 mouse cells, GR-EGFP nuclear translocation imaging; test concentration mostly 20 µM; stimulated with dexamethasone, 1 µM; hits give low values; z-score, hits read low; 220,000 tested, 0.47% active; AID 1381;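 active = plate z-score of nuclear minus cytoplasmic receptor signal below a set negative limit, without overly bright fluorescence or cell loss, cut at about -3.5 in these data, passing the limit was not always enough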;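 note: z-score of nuclear minus cytoplasmic ring GR-EGFP intensity difference per well; some compounds called inactive have numbers as strong as hits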
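Buffer or medium – tet-free medium with charcoal-stripped serum · Signal – automated 10x imaging of fixed Hoechst-stained cells · Also added – dexamethasone agonist, 1.0 µM final, for 30 min · Incubation – induction 48 h, compound 1 h, agonist 30 min · Read-out – GR-EGFP nuclear translocation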
Dynein transport cytoplasmic EGFP – second read-out of Dynein transport, no call of its own (marks repeat the call); z-score; measured here: cytoplasmic GR-EGFP intensity; hits give high values
Dynein transport nuclear GR-EGFP – also measured in Dynein transport; calls as there; z-score; measured here: nuclear GR-EGFP intensity;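 lower value marks the stronger effect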
Dynein transport cell count – also measured in Dynein transport; calls as there; z-score; measured here: cell count per field
* hit, by the source's call; ? = inconclusive; / = not tested or not shown; [ ] = remark or other dose. Cut-off read from the data, not from the text of the source, unless noted: active = inhibition above about 50%; inactive = the rest.

Start of the listing, in advance:
The line under a structure holds: HEK293 NOD2/NF-kB	NOD1 inhibition	AID2073	M1AAP inhibition	GPR55 activation	KOR beta-arrestin-1	KOR beta-arrestin-2	M17LAP inhibition	Dynein transport	Dynein transport cytoplasmic EGFP	Dynein transport nuclear GR-EGFP	Dynein transport cell count
N#Cc1c(NC(=O)COC(=O)C2CC3C=CC2C3)oc(-c2ccccc2)c1-c1ccccc1 (centres undefined)
 : -4%	-32%	16%	7%	0.3%	-3%	-0.6%	12%	-0.2	-0.25	-0.026	0.56
Cc1ccc2cccc(OCC(=O)c3cc(C)n(Cc4ccco4)c3C)c2n1
 : -10%	-9%	51%	-1%	0.6%	13%	-0.3%	0%	-0.88	-0.26	-0.47	0.67
COc1ccc(C(=O)OCC(=O)NC(=O)CCSc2ccccc2)cc1
 : -2%	-9%	-2%	10%	-0.3%	-29%	-5.6%	19%	0.89	-0.12	0.61	-1.5
N#CCc1ccc(NC(=O)Nc2cccc(Cl)c2)cc1
 : -67%	-13%	0%	-2%	-0.1%	6%	6.2%	2%	0.18	-0.099	0.31	0.52
Cc1cnccc1CN(C)Cc1cn(C)nc1-c1cccc(Cl)c1
 : 8%	-15%	12%	3%	0.2%	4%[20 µM]	/	-1%	0.33	-0.1	0.25	-1.4

The listing (from the top)
The line under a structure holds: HEK293 NOD2/NF-kB	NOD1 inhibition	AID2073	M1AAP inhibition	GPR55 activation	KOR beta-arrestin-1	KOR beta-arrestin-2	M17LAP inhibition	Dynein transport	Dynein transport cytoplasmic EGFP	Dynein transport nuclear GR-EGFP	Dynein transport cell count
N#Cc1c(NC(=O)COC(=O)C2CC3C=CC2C3)oc(-c2ccccc2)c1-c1ccccc1 (centres undefined)
 : -4%	-32%	16%	7%	0.3%	-3%	-0.6%	12%	-0.2	-0.25	-0.026	0.56
Cc1ccc2cccc(OCC(=O)c3cc(C)n(Cc4ccco4)c3C)c2n1
 : -10%	-9%	51%	-1%	0.6%	13%	-0.3%	0%	-0.88	-0.26	-0.47	0.67
COc1ccc(C(=O)OCC(=O)NC(=O)CCSc2ccccc2)cc1
 : -2%	-9%	-2%	10%	-0.3%	-29%	-5.6%	19%	0.89	-0.12	0.61	-1.5
N#CCc1ccc(NC(=O)Nc2cccc(Cl)c2)cc1
 : -67%	-13%	0%	-2%	-0.1%	6%	6.2%	2%	0.18	-0.099	0.31	0.52
Cc1cnccc1CN(C)Cc1cn(C)nc1-c1cccc(Cl)c1
 : 8%	-15%	12%	3%	0.2%	4%[20 µM]	/	-1%	0.33	-0.1	0.25	-1.4
Nc1c(C(=O)NCc2ccco2)c2nc3ccccc3nc2n1CCc1ccc(F)cc1
 : 11%	13%	10%	17%	-0.1%	-76%	4.7%	1%	-1.3	0.63	-0.32	0.8
COc1ccc(OC)c(NC(=O)COC(=O)CN(C)S(=O)(=O)c2ccc(C)cc2)c1
 : 10%	-15%	-6%	7%	-0.3%	-10%	9.5%	3%	-0.71	-0.3	-0.67	0.85
CCOc1cc(C(=S)N2CCOCC2)ccc1OC(=O)c1ccccc1
 : -3%	-8%	-23%	/	-0.1%	-22%[20 µM]	1.5%	/	/	/	/	/
CCOC(=O)c1c(C)[nH]c(C)c1S(=O)(=O)N1CCOCC1
 : 3%	-25%	-6%	/	0.3%	13%	-3.5%	/	/	/	/	/
CCOC(=O)c1ccc(NC(=O)CC2SC3=NCCN3C2=O)cc1 (centres undefined)
 : 1%	-9%	-7%	5%	-0.1%	17%	/	-3%	-0.32	0.017	-0.2	0.53
O=C(O)c1cc(/C=C/C(=O)c2cc(F)ccc2O)c2c(c1)COCO2
 : 12%	-1%	23%	8%	-0.1%	-24%	/	20%	-1.3	-0.042	-0.31	-0.14
C=CCN1C(=O)/C(=C2/Sc3ccc(OC)cc3N2C)SC1=Nc1ccccc1
 : -34%	-23%	20%	/	0.2%	-7%[20 µM]	4.6%	/	-0.58	-0.18	-0.0053	-0.0029
CCn1c(=O)cc(SCC(=O)N2CCN(Cc3ccc4c(c3)OCO4)CC2)c2ccccc21
 : 2%	-35%	0%	1%	-0.1%	-7%	23%	-5%	0.21	-0.24	0.51	-1
CCC(CC)NC(=O)COC(=O)c1cc(Br)ccc1Cl
 : 4%	-8%	10%	5%	0.1%	17%	0.9%	0%	-0.2	-0.31	-0.32	0.54
CCOc1ccc(CN(C)CC(=O)Nc2ccc([N+](=O)[O-])cc2Cl)cc1
 : 13%	-5%	1%	4%	-0.6%	5%	-1.4%	-3%	-0.58	-0.23	-0.09	1.3
Cc1cccc(OCCN2C(=O)C(=O)c3cccc(C)c32)c1
 : 1%	-23%	-6%	8%	-0.4%	-84%	2.1%	0%	0.56	-0.21	0.41	-0.31
COc1ccc(NC(=S)NC23CN4CN(CN(C4)C2)C3)c(OC)c1
 : 9%	-6%	-3%	6%	-1.0%	11%	-2.7%	7%	0.48	-0.2	0.49	1.1
CCN(CC)CCCn1c(C)cc2c(c1=O)C(c1cccc(Cl)c1)C(C#N)=C(N)O2 (centres undefined)
 : -17%	-31%	0%	0%	-0.3%	13%	6.6%	1%	-0.15	0.0068	0.085	0.55
CC(=O)N1CCN(C(=S)Nc2ccc(Oc3ccccc3)cc2)CC1
 : 9%	-33%	-9%	-3%	1.1%	0%	3.1%	9%	-1.2	-0.064	-0.95	0.67
COc1ccc(OC)c(NC(=O)CCn2c(=S)[nH]c3ccccc3c2=O)c1
 : 14%	-30%	0%	/	0.3%	9%	0.2%	/	/	/	/	/
COc1ccc(N(C(=O)c2snc(C(N)=O)c2N)C(C(=O)NC2CCCC2)c2cc(OC)ccc2OC)c(OC)c1 (centres undefined)
 : 16%	6%	9%	/	1.0%	-9%	-2.6%	/	/	/	/	/
C/C(=C\c1ccco1)C1Nc2cccc3cccc(c23)N1
 : 12%	39%	89%	11%	0.4%	-1%	11%	2%	-0.9	-0.22	-0.46	0.5
COc1ccc(C(=O)NNC2=NC(C)(C)Cc3cc(C)c(C)cc32)cc1
 : -4%	-24%	6%	4%	0.3%	35%	-5.1%	-3%	0.54	0.18	0.23	-2
CSCCC(C(=O)N1CC2(C)CC1CC(C)(C)C2)N1C(=O)c2ccccc2C1=O (centres undefined)
 : -2%	-21%	13%	3%	0.8%	-25%	4.2%	17%	-0.86	-0.25	-0.93	0.2
Cc1cccc(OCCCCNCc2ccccc2)c1
 : -7%	-17%	-3%	5%	-0.4%	-26%	4.7%	-3%	0.33	0.46	0.38	-0.33
CCOC(=O)c1[nH]c(COC(=O)c2ccccc2NC(=O)c2ccco2)c(C(=O)OCC)c1C
 : 0%	-24%	1%	0%	0.2%	21%	3.0%	14%	-1.1	-0.13	-0.34	2.1
COc1ccccc1C(=O)C1CCCN(C(=O)c2ccccn2)C1 (centres undefined)
 : 2%	23%	11%	-2%	-0.2%	-8%	-3.9%	1%	-0.84	-0.3	-0.3	0.92
COc1cc(NC(=O)CN2CC(c3ccccc3)CC2=O)cc(OC)c1 (centres undefined)
 : 2%	-19%	-3%	3%	-0.5%	14%	7.0%	3%	-0.5	-0.23	0.062	0.46
Cc1nc2nc(-c3cccs3)cn2nc1C
 : -16%	-30%	26%	10%	-0.2%	-4%	-1.9%	3%	-0.49	-0.17	0.042	0.25
Cc1ccc(Nc2nc3nonc3[nH]c2=O)cc1C
 : -17%	-14%	7%	7%	-0.1%	-17%	/	-458%	0.52	-0.15	0.65	-0.083
CN(C)S(=O)(=O)c1cccc(NC(=O)CSc2ncnc3ccccc23)c1
 : 36%	16%	11%	8%	-0.1%	2%	-2.1%	11%	-1	-0.23	-0.35	0.75
CCOc1cc(NC(=O)CCl)c(OCC)cc1NC(=O)CCl
 : 35%	71%*	5%	0%	-0.1%	13%	/	9%	-0.83	-0.21	0.31	-0.38
NC(=O)COC(=O)c1ccc2c(c1)C(=O)N(Cc1ccco1)C2=O
 : 7%	-20%	2%	/	-0.2%	-33%	2.7%	/	/	/	/	/
Nn1cc(-c2ccccc2)nc1SCC(=O)Nc1cccc(S(N)(=O)=O)c1
 : 17%	3%	-9%	9%	0.0%	-16%	-0.7%	0%	-0.71	-0.25	0.39	0.32
CCc1ccccc1NC(=O)COc1ccc(N2CC(C(N)=O)CC2=O)cc1 (centres undefined)
 : -1%	-45%	11%	/	-0.2%	7%	-2.6%	/	/	/	/	/
Cc1ccc(C(=O)CSc2nnc(COc3ccc(C#N)cc3)n2-c2ccccc2)cc1
 : 9%	-45%	-3%	3%	0.9%	-199%	1.0%	6%	-0.69	-0.15	-0.16	0.88
CCOC(=O)C1(Cc2ccccc2)CCCN(Cc2cnn(CC)c2)C1 (centres undefined)
 : 5%	-3%	14%	2%	0.7%	2%	-4.3%	-3%	-0.35	-0.29	-0.36	0.47
CCOc1c2ccc(C(=O)NCCc3ccc(C)cc3)cc2nn1CC
 : 20%	14%	10%	6%	-0.1%	5%	3.9%	-33%	-0.77	-0.2	0.094	-0.14
CC1CCN(c2nc3c(c(=O)n(C)c(=O)n3C)n2CCSc2nc3ccccc3s2)CC1
 : 15%	42%	2%	0%	-0.3%	-26%	2.2%	7%	-0.84	-0.26	-0.12	0.46
COC(=O)c1ccc(C)c(NC(=O)CCSc2ccccc2)c1
 : 19%	/	-2%	13%	-0.1%	-39%	2.0%	6%	-0.56	-0.15	-0.47	0.89
Cc1ccc(C)c(C(=O)CN2Cc3ccccc3C2=O)c1
 : -16%	-5%	-2%	0%	?	-2%	3.2%	-3%	-1.2	-0.22	0.029	0.093
Cc1cc(C)cc(NC(=O)Nc2ccc(N3CCCCC3)cc2)c1
 : -104%	-7%	-19%	2%	1.0%	16%	-0.3%	-6%	0.34	-0.23	0.085	0.2
O=C(Nc1cc(Cl)cc(Cl)c1)C(NCCO)c1ccccc1 (centres undefined)
 : -3%	-2%	-3%	0%	0.3%	0%	1.6%	14%	0.089	-0.22	0.9	0.2
Oc1ccc(-c2csc(Nc3ncccn3)n2)cc1
 : -114%	-66%	39%	4%	-0.2%	-50%	1.8%	-13%	0.45	-0.03	-0.39	0.52

An excerpt. The share of hits here may be higher or lower than overall.
